# Assay outcomes: PubChem, National Center for Advancing Translational Sciences (NCATS)
# PI4K2A inh – PI4K2A (human) kinase inhibition; Q9BTU6; purified PI4K2A, ADP-Glo luminescence, 1 h; hits give low values; activity change, negative = inhibition, % at 76.9 µM; actives 0.13% (n = 420,000); AID 1346378; in the data active means activity change below about -50%; inconclusive means mostly about -30% to -49%;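 further: -100% = wells without enzyme as full effect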
#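 ADP-Glo luminescence measured ADP generated by PI4K2A enzyme (4 ug/mL before mixing) with 1.2 mM PI substrate (pre-mix) and 300 microM ATP (pre-mix). Tris pH7.5 buffer with MgCl2, Triton X-100; 1 h reaction at ambient temperature.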
# TrxR1 substrate – is turned over as a substrate by rat TrxR1; O89049; Potency, µM (highest dose often 114 µM), inactives show at the top dose activity change, negative = substrate turnover; AID 588456; purified TrxR1 substrate turnover, NADPH consumption readout; actives 0.01% (n = 390,000); further: potency means the concentration at half of the fitted maximal effect; on the % scale 0 is the no-effect control and ±100 the full control effect; nearly all actives have a fitted effect of over 50% in size
#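 Rat TrxR1, dispensed at 90 nM, was prereduced with 400 uM NADPH (final) for 5 min at ~22 deg C, then incubated with compound 15 min before 400 uM selenite. A first-read NADPH fluorescence drop versus no-compound background flagged substrates.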
# Glioma ERSR ind – inducers of ER stress response in human glioma cells; U87-MG GRP78 promoter luciferase reporter, 16 h; Potency, µM, without a hit: top-dose activation, usual class: activators; actives 0.02% (n = 420,000); AID 602332; further: potency means the concentration at half of the fitted maximal effect; series mostly up to about 76 µM; % of control where 0% means no effect; nearly all actives have a fitted effect of over 35% in size
#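 Stably transfected U87-MG glioma cells carrying a GRP78-based luciferase sensor; 16 h compound incubation. Luminescence end-point read 10 min after Bright-Glo addition at room temperature.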
# RXFP1 ag – agonists of human relaxin receptor RXFP1. Q9HBX9. HEK293T-RXFP1 cAMP TR-FRET, 30 min; response scale: percent of porcine relaxin response, buffer zero. Potency, µM (doses to about 57.5 µM), for the others: top-dose activation, actives largely listed as activators. actives 0.3% (n = 370,000). AID 2676; further: potency means the concentration at half of the fitted maximal effect; on the % scale 0 is the no-effect control and ±100 the full control effect; nearly all actives have a fitted effect of over 60% in size; many of its hits are not listed in these tables
# Target sequence (Q9HBX9 whole entry, looked up): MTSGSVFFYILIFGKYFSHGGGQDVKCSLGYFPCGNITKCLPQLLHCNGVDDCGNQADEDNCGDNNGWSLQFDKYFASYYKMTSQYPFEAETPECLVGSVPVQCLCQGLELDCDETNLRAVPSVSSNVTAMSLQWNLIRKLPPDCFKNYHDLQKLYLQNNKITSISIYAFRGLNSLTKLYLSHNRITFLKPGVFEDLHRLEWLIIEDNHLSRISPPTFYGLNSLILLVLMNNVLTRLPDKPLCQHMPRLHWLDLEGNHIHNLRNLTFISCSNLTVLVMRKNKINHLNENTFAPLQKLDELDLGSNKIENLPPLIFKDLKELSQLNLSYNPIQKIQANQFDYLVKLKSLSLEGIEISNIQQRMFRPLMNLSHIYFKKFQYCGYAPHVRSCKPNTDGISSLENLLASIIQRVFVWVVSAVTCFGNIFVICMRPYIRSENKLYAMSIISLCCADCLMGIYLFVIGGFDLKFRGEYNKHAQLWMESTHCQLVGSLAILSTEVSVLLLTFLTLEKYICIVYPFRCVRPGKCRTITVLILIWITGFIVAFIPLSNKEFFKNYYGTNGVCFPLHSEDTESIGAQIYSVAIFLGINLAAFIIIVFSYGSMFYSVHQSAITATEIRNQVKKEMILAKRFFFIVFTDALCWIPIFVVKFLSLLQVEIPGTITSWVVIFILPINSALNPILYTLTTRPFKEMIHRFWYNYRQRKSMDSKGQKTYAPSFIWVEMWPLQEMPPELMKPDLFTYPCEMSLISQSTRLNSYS
#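 HEK293T cells stably expressing RXFP1 were pretreated with the PDE4 inhibitor Ro 20174, exposed to compounds for 30 min at 37C, lysed, and cAMP was read by TR-FRET. Data normalized to buffer (basal) and 29 nM porcine relaxin (100%).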
# Vif-APOBEC3G blk – blocks the Vif interaction with human APOBEC3G | HeLa A3G-eYFP + Vif (tagged APOBEC3G with the HIV-1 protein that degrades it), YFP fluorescence, overnight | Potency, µM (series often up to 46.1 µM), for inactives: top-dose activity, negative = active, actives largely listed as inhibitors | Q9HC16 | actives 0.076% (n = 410,000) | AID 602310;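 further: potency means the concentration at half of the fitted maximal effect; on the % scale 0 is the no-effect control and ±100 the full control effect; nearly all actives have a fitted effect of over 60% in size; hits raise eYFP signal because A3G escapes Vif-driven loss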
#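 HeLa cells stably expressing Vif and C-terminally eYFP-tagged A3G, seeded overnight at 37 deg C, then exposed to compound by pintool overnight at 37 deg C. Rise in yellow fluorescence (Ex 488/Em 500-530, Acumen) marks blocked Vif-driven A3G degradation.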
# LDHA block – LDHA (human) enzyme inhibition | P00338 | purified LDHA, NADH/diaphorase-resazurin fluorescence; hits give low values | activity change, % (values are at about 110 or 230 µM) | actives 0.15% (n = 480,000) | AID 1347041; in the data active means activity change below about -30%; inconclusive means mostly about -25% to -30%;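 further: plate controls were DMSO wells for no effect and wells without enzyme for full effect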
#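 Resorufin fluorescence (ex540/em590), read at 0 and 20 min after diaphorase/resazurin addition, reports the NADH left after a 5 min room-temperature reaction of 2 nM human LDH5 with 0.06 mM NADH and 0.2 mM pyruvate.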
# mIDH1 inhibitor – inhibitors of human mutant IDH1 R132H; O75874; IDH1-R132H enzyme, NADPH consumption, diaphorase/resazurin fluorescence; Potency, µM (series often up to 76.6 µM), without a hit: at the highest dose activity change, negative = inhibition, most hits filed as inhibitors; actives 0.093% (n = 390,000); AID 602179; further: potency means the concentration at half of the fitted maximal effect; on the % scale 0 is the no-effect control and ±100 the full control effect; nearly all actives have a fitted effect of over 65% in size
#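 IDH1-R132H (0.5 ug/mL) preincubated 30 min with compound, then NADPH (0.016 mM) and alpha-KG (2 mM) added; 80 min at RT, pH 7.5. Remaining NADPH coupled via diaphorase/resazurin to fluorescence (540/590 nm); concentration-response curves normalized to no-enzyme control.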
# USP1-UAF1 inh – inhibitors of human USP1/UAF1 deubiquitinase; recombinant USP1/UAF1, Ub-Rhodamine cleavage fluorescence; Potency, µM (doses to about 57.1 µM), without a hit: at the highest dose activity change, negative = inhibition, most hits filed as inhibitors; actives 0.23% (n = 390,000); AID 743255; further: potency means the concentration at half of the fitted maximal effect; on the % scale 0 is the no-effect control and ±100 the full control effect; nearly all actives have a fitted effect of over 60% in size; inactives centre near -12
#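 USP1/UAF1 complex (1 nM) preincubated 15 min at room temperature with compound, then Ub-Rho substrate (150 nM final) added. Kinetic fluorescence at 480/540 nm over 6 reads at 60 s intervals; 50 mM HEPES pH 7.8, 0.5 mM EDTA, 0.1 mg/ml BSA, 1 mM TCEP, 0.01% Tween-20.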
# Vif-APOBEC3F blk – inhibitors of Vif-A3F interaction. AID 602313. Potency, µM (series often up to 46.1 µM), without a hit: at the top dose activity, negative = active. actives 0.2% (n = 390,000). HeLa A3F-eYFP + Vif (tagged APOBEC3F with the HIV-1 protein that degrades it), YFP fluorescence increase; further: potency means the concentration at half of the fitted maximal effect; % of control where 0% means no effect; nearly all actives have a fitted effect of over 65% in size
#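 HeLa cells stably expressing A3F-eYFP plus Vif, plated and incubated overnight at 37 deg C, then exposed to compounds overnight at 37 deg C. Blocked degradation read as raised yellow fluorescence (Ex 488/Em 500-530).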
# * marks the source's active call; other numbers are inactive results; u = inconclusive; x = not tested or not shown; & = joins results of further samples; [ ] = another dose, or the depositor's remark. Unless noted, the call rests on the fitted dose curve; in most records, active means well fitted curve in the direction sought with a large enough effect; inconclusive means small, poorly fitted or top-dose-only effect, or another doubt; inactive means no such curve, though single readings can be large; an effect the other way counts as inactive or inconclusive. Only part of the results is shown (hit frequency here may not be typical).
[1] CC(C)(C)c1ccc(C(=O)O/N=C(\N)c2ccccn2)cc1
[2] CCOC(=O)C1=NNC2(CC(=O)N(c3cccc(C)c3)C2=O)C1 (stereo not drawn)
[3] CC(=O)c1cccc(NS(=O)(=O)c2ccc3c(c2)N(C(C)=O)CCO3)c1
[4] CCCCn1c(N)c(N(C)C(=O)c2ccc(-n3cccn3)cc2)c(=O)[nH]c1=O
[5] COc1ccc(Cl)cc1N=Cc1c(O)cc(C)oc1=O
[6] O=C(C1CCCN(S(=O)(=O)c2cccs2)C1)N1CCN(c2cccc(Cl)c2)CC1 (stereo not drawn)
[7] C/C(=N\Nc1c(F)c(F)c(Br)c(F)c1F)c1ccncc1
[8] Cc1ccc(S(=O)(=O)NC(=O)C2(C)CCN2C(=O)C2(c3ccc(Cl)cc3)CCC2)nc1 (stereo not drawn)
Screen / compound no.	1	2	3	4	5	6	7	8
PI4K2A inh	u	2	-4	-1	-2	1	0	0
TrxR1 substrate	2%	7%	6%	9%	7%	-7%	3%[57.1 µM]	x
Glioma ERSR ind	-18%	-4%	-5%	-7%	-1%	-3%	0%	-3%
RXFP1 ag	1.2%	-1.5%	1.4%	1.3%	x	1.4%	7.0%	x
Vif-APOBEC3G blk	-6%	2%	2%	-1%	1%	3%	-10%	3%
LDHA block	-3	1	-3	-6	-3	-3	2	2
mIDH1 inhibitor	-2%	-2%	6%	4%	-2%	1%	5%	x
USP1-UAF1 inh	-27%	-19%	-1%	-25%	-20%	-16%	-20%	x
Vif-APOBEC3F blk	1%	0%	-11%	-4%	-3%	0%	3%	x

# The list goes on; the last two above are carried over.
[7] C/C(=N\Nc1c(F)c(F)c(Br)c(F)c1F)c1ccncc1
[8] Cc1ccc(S(=O)(=O)NC(=O)C2(C)CCN2C(=O)C2(c3ccc(Cl)cc3)CCC2)nc1 (stereo not drawn)
[9] CCC(C(=O)Nc1ncccn1)(C(F)(F)F)C(F)(F)F
[10] Cc1ccc(OCC(=O)Nc2ccccc2C(=O)N2CCCC2)cc1
[11] O=C(CN(c1ccccc1)S(=O)(=O)c1ccccc1)NCCSCc1ccco1
[12] O=C(NCc1ccccc1)C(=O)NCC1OCCN1S(=O)(=O)c1ccc([N+](=O)[O-])cc1 (stereo not drawn)
[13] Cc1cc(C)n(C(=O)CCCCCC(=O)n2nc(C)cc2C)n1
[14] Nc1ncnc2c1ncn2C1OCC(O)C1O (stereo not drawn)
[15] CCOc1ccc(/C=C2\SC(=S)N(CCC(=O)Nc3ccccc3C(=O)O)C2=O)cc1
[16] Cc1ccn2c(C(=O)NNC(=O)Nc3ccc(Cl)cc3)c(C)nc2c1
Screen / compound no.	7	8	9	10	11	12	13	14	15	16
PI4K2A inh	0	0	3	-7	-6	1	11	-20	-8	1
TrxR1 substrate	3%[57.1 µM]	x	-9%	-2%	-10%	5%	-8%	x	1%	3%
Glioma ERSR ind	0%	-3%	-4%	3%	-4%	0%	-1%	6%	-3%	-1%
RXFP1 ag	7.0%	x	2.8%	3.4%	-0.7%	3.3%	-0.9%	x	7.1%	0.8%
Vif-APOBEC3G blk	-10%	3%	-2%	-4%	1%	-1%	-3%	-5%	-9%	-3%
LDHA block	2	2	-3	-2	-2	2	2	-4	-5	-4
mIDH1 inhibitor	5%	x	7%	9%	6%	1%	2%	x	-1%	-2%
USP1-UAF1 inh	-20%	x	2%	-9%	-11%	-4%	-19%	x	-13%	-9%
Vif-APOBEC3F blk	3%	x	-18%	1%	2%	-2%	-3%	x	-1%	-10%

[17] CCC(CC)C(=O)Nc1ccc2nc(SCC(=O)N3c4ccccc4CC3C)sc2c1 (stereo not drawn)
[18] Cn1c(N/N=C2\CCCc3ccccc32)nc2c1c(=O)n(Cc1ccc(F)cc1)c(=O)n2C
[19] O=C1CC(N(O)c2ccccc2)C(=O)N1c1cc(Cl)cc(Cl)c1 (stereo not drawn)
[20] CSc1ccc(CNCCCN(C)C)cc1
[21] CCCCn1c(N)c(N(CCOC)C(=O)c2ccc3c(c2)C(=O)N(c2cc(C)ccc2C)C3=O)c(=O)[nH]c1=O
[22] CCN1CCN(C(C(=O)NC2CCCCC2)c2cc3ccccc3o2)CC1 (stereo not drawn)
[23] CC(NC(=O)c1cc(S(=O)(=O)N2CCOCC2)ccc1F)c1ccc(-n2ccnc2)cc1 (stereo not drawn)
[24] CC(/C=N/NC(=O)c1cccnc1)=C\c1ccco1
Screen / compound no.	17	18	19	20	21	22	23	24
PI4K2A inh	1	-2	0	-2	4	2	-3	-3
TrxR1 substrate	6%	36%[activator]	-1%	3%	1%	x	-2%	2%[57.1 µM]
Glioma ERSR ind	-2%	-2%	-2%	-5%	0%	-1%	-5%	0%
RXFP1 ag	1.1%	1.5%	2.7%	1.0%	-0.4%	x	2.1%	1.9%
Vif-APOBEC3G blk	-20%	0%	-2%	4%	-2%	-1%	-7%	-8%
LDHA block	0	-6	10	-4	0	-11	-7	8
mIDH1 inhibitor	-8%	-1%	4%	-1%	-14%	x	-9%	4%
USP1-UAF1 inh	-23%	4%	-21%	3%	0%	x	-7%	-15%
Vif-APOBEC3F blk	-1%	2%	-12%	-4%	1%	x	2%	-7%

[25] Cc1scc(C(=O)NNC(=O)CCC(=O)O)c1C
[26] O=C(NCc1ccc(Cl)cc1)C(=O)NCC(c1ccco1)S(=O)(=O)c1cccs1 (stereo not drawn)
[27] CCN(CC)Cc1c(O)ccc2c(-c3ccccc3)cc(=O)oc12
[28] CCC(C)NC(=O)CN1C(=O)NC2(CCOc3ccccc32)C1=O (stereo not drawn)
[29] Cc1nnc(NC(=O)C23CC4CC(CC(C4)C2)C3)s1
[30] COC(=O)c1ccc(C(c2c(C)[nH][nH]c2=O)c2c(C)[nH][nH]c2=O)cc1
[31] CN(C)c1ccc(-c2cc([C@H]3[C@@H]4C=CCC[C@@]4(C)C(=O)N3Cc3ccccc3)ccc2F)cc1
[32] COc1ccc(NC(=O)CN(C)CC(=O)NC2CCCCC2C)cc1 (stereo not drawn)
Screen / compound no.	25	26	27	28	29	30	31	32
PI4K2A inh	-4	2	-5	-4	7	-6	3	-3
TrxR1 substrate	3%[57.1 µM]	5%[57.1 µM]	16%	5%	7%	4%	27%	82%[activator]
Glioma ERSR ind	1%	-4%	-5%	-5%	2%	-3%	-4%	-4%
RXFP1 ag	-1.1%	0.5%	4.9%	1.8%	1.1%	-2.0%	-2.8%	-0.6%
Vif-APOBEC3G blk	-1%	3%	2%	0%	-5%	1%	-10%	4%
LDHA block	-2	-4	1	-3	-2	1	-1	-3
mIDH1 inhibitor	1%	2%	3%	-5%	-5%	6%	-7%[38.3 µM]	2%
USP1-UAF1 inh	-4%	-8%	-12%	-10%	-22%	-20%	u	-14%
Vif-APOBEC3F blk	0%	-4%	2%	u	-14%	-2%	-7%	-7%

[33] Cc1ccc(C)c(C(=O)CCC(=O)N2CCN(c3ncccn3)CC2)c1
[34] COC(=O)C1(Cc2ccccc2)NC(c2ccc(F)cc2)C2C(=O)N(C)C(=O)C21 (stereo not drawn)
[35] CCN1CCN(Cc2ccc(NC(=O)c3cc(NC(=O)c4cncc(-c5ccc(C#N)cc5)c4)cc(OC)c3)cc2C(F)(F)F)CC1
[36] CSc1c(-c2ccccn2)c(N)nn1C(=O)C1CC1
[37] NC(=O)[C@@H]1CC2(CC(c3cccc(NC(=O)[C@H]4CCC(=O)N4)c3)=NO2)CN1C(=O)COc1ccc(Cl)cc1 (stereo partly drawn)
[38] CCOP(=O)(OCC)C(NCc1ccccc1)c1ccc(Br)cc1 (stereo not drawn)
[39] Nc1ncc(Br)cc1S(=O)(=O)Nc1ccccc1F
[40] O=C(N/N=C/c1ccco1)c1cc(=O)[nH]c2ccccc12
[41] CC1CC(C)CN(C(=O)C2CCN(S(=O)(=O)c3c(Cl)cccc3Cl)CC2)C1 (stereo not drawn)
[42] CCOC(=O)c1ccc(-n2c(N)c(C(=O)OC)c3nc4ccccc4nc32)cc1
Screen / compound no.	33	34	35	36	37	38	39	40	41	42
PI4K2A inh	8	1	-3&-1	-1	2	-3	-4	3	5	-26
TrxR1 substrate	-8%	-1%	-1%	-11%[57.1 µM]	-5%[57.1 µM]	-4%	-3%	-8%[57.1 µM]	-2%	168%[activator][57.1 µM]
Glioma ERSR ind	3%	0%	-13%&-12%	-1%	-4%	-2%	-5%	-7%	-4%	-3%
RXFP1 ag	-0.5%	1.2%	0.0%	0.5%	0.3%	2.7%	-0.5%	-2.7%	1.0%	5.5%
Vif-APOBEC3G blk	-4%	2%	u	-3%	0%	2%	-9%	-15%	-1%	-3%
LDHA block	-6	-6	-9&-6	-7	1	-3	-4	-6	-2	14
mIDH1 inhibitor	-9%	2%	-5%	0%	21%	1%	-9%	10%	8%	-4%
USP1-UAF1 inh	-27%	-13%	-20%&-19%	-29%	1%	-11%	5%	-16%	-2%	0%
Vif-APOBEC3F blk	-4%	-3%	-13%&5%	-12%	6%	-1%	7%	2%	3%	2%
